# Screening results from PubChem.
# POLB inh: DNA polymerase beta (human) inhibition. AID 485314. Potency, µM (highest dose often 114 µM), for inactives: at the top dose activity change, negative = inhibition, hits mostly inhibitors. actives 1.3% (n = 340,000). P06746. Pol beta primer extension/strand displacement, fluorescence kinetic; also: potency is read from the fitted curve at half-maximal effect; % is scaled to controls: 0 for no effect and ±100 for the full control effect
#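 Pol beta (10 nM) and compounds were preincubated 15 min at room temperature, then 50 nM substrate (final) started primer extension/strand displacement. Reads were taken at 0 and 10 min; concentration-response data were fitted to a four-parameter Hill equation.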
# ERG-DNA inh: inhibitors of human ERG Ets domain-DNA interaction. fluorescence polarization, His-ERG Ets domain / labelled DNA. AID 624246. P11308. actives 0.028% (n = 370,000). Potency, µM (highest dose often 76.9 µM), inactives show top-dose FP activity, negative = inhibition, most hits filed as inhibitors; active = well fitted inhibition curve with a large enough effect in the polarisation, with a control signal flat; inconclusive = small, poorly fitted or top-dose-only effect, or effect the other way, or a change in a side signal; inactive = no such curve, though single readings can be large or run the other way; the % refers to the polarisation;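 also: polarization taken with two DNA probes labelled with fluorescein and Texas red; potency is read from the fitted curve at half-maximal effect; % of control where 0% means no effect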
#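 His-tagged ERG Ets domain (1 uM in the protein solution; 300mM KCl, 50mM Tris-HCl, 1mM EDTA, 1mM DTT, pH 7.5) received compound, then a probe mix of 5 nM fluorescein-DNA and 100nM Texas-615-DNA. Fluorescence polarization was read for both dyes.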
# RGS4 inhibitor: human RGS4 inhibition | P49798 | Transcreener GDP fluorescence polarization, RGS4-accelerated GTP hydrolysis | Potency, µM (highest dose often 114 µM), without a hit: top-dose activity change, negative = inhibition, hits mostly inhibitors | actives 0.039% (n = 390,000); also: potency is read from the fitted curve at half-maximal effect; % is scaled to controls: 0 for no effect and ±100 for the full control effect; nearly all actives have a fitted effect of over 75% in size; some results filed as inactive show a strong effect at the top dose
#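 MLSMR compounds (23 nl, pin-transferred) preincubated 10 min at room temperature with a 500nM (2x) first reagent, then RGS4 at 900nM (2x) plus Transcreener GDP mix added; fluorescence polarization (620/688 nm) read before and after 90 min at 30 °C.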
# LDHA block: inhibitors of human lactate dehydrogenase A; purified LDHA, NADH/diaphorase-resazurin fluorescence; hits give low values; activity change, % (values are at about 110 or 230 µM); actives 0.15% (n = 480,000); AID 1347041; in the data active = activity change below about -30%; inconclusive = mostly about -25% to -30%;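 also: plate controls were DMSO wells for no effect and wells without enzyme for full effect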
#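 LDH5 2 nM; NADH 0.06 mM, pyruvate 0.2 mM; 200 mM Tris pH 7.4, EDTA, Tween-20; 5 min RT. Detection: diaphorase 0.133 mg/mL + resazurin 37 µM, fluorescence ex540/em590 at 0 and 20 min; normalized to enzyme-free and DMSO wells.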
# 12-LOX inh: inhibitors of human 12S-lipoxygenase ALOX12; P18054; Potency, µM (series often up to 108 µM), for the others: at the top dose activity change, negative = inhibition, hits mostly inhibitors; actives 1.1% (n = 580,000); purified 12hLO, xylenol orange hydroperoxide absorbance; also: potency is read from the fitted curve at half-maximal effect; % is scaled to controls: 0 for no effect and ±100 for the full control effect
#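 Purified human 12hLO at 150 nM in 25 mM Hepes, 0.01% Triton X-100, pH 7.0, preincubated 15 min at room temperature with compound. Reaction started with 40 uM arachidonic acid, 30 min at room temperature. Hydroperoxide measured by Fe-xylenol orange, 573/405 nm absorbance ratio.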
# Pol kappa inh: DNA polymerase kappa (human) inhibition; Q9UBT6; purified Pol kappa, fluorescent DNA synthesis assay, 10 min; Potency, µM (series often up to 107 µM), inactives show top-dose activity, negative = inhibition, hits mostly inhibitors; actives 0.53% (n = 400,000); AID 588579; also: potency is read from the fitted curve at half-maximal effect; % is scaled to controls: 0 for no effect and ±100 for the full control effect
#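 Kinetic fluorescence screen: compound preincubated 15 min RT with 10 nM enzyme; 50 nM substrate (final) initiates; reads at 0/10 min.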
# APE1 inh: APE1 (human) endonuclease inhibition; P27695; actives 0.35% (n = 350,000); Potency, µM (doses to about 65.8 µM), inactives show at the top dose activity change, negative = inhibition, most hits filed as inhibitors; recombinant APE1, TAMRA/BHQ-2 abasic DNA cleavage fluorescence;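 also: potency is read from the fitted curve at half-maximal effect; plate controls were vehicle for no effect and reference inhibitor for full effect; nearly all actives have a fitted effect of over 55% in size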
# Target sequence (P27695 whole entry, looked up): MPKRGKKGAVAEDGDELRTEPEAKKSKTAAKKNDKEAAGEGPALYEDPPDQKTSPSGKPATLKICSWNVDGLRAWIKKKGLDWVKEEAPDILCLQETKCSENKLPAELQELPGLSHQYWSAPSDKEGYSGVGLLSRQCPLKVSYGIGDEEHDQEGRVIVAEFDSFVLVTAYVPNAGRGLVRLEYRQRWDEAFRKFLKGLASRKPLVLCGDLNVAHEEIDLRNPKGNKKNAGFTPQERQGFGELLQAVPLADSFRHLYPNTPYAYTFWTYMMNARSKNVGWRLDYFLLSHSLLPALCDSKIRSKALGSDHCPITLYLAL
#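 APE1 at 0.75 nM final was preincubated with compound 15 min at room temperature, then 50 nM double-stranded THF abasic-site substrate (5'-TAMRA/3'-BHQ-2) was added. Fluorescence (ex 525/em 598 nm) was read kinetically; third-minus-first read gave activity.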
# Pol eta inh: DNA polymerase eta (human) inhibition; Q9Y253; recombinant Pol eta, fluorescent DNA replication assay; Potency, µM (series often up to 114 µM), for the others: at the highest dose activity change, negative = inhibition, hits mostly inhibitors; actives 1.2% (n = 390,000); also: potency is read from the fitted curve at half-maximal effect; % is scaled to controls: 0 for no effect and ±100 for the full control effect
# Target sequence (Q9Y253 whole entry, looked up): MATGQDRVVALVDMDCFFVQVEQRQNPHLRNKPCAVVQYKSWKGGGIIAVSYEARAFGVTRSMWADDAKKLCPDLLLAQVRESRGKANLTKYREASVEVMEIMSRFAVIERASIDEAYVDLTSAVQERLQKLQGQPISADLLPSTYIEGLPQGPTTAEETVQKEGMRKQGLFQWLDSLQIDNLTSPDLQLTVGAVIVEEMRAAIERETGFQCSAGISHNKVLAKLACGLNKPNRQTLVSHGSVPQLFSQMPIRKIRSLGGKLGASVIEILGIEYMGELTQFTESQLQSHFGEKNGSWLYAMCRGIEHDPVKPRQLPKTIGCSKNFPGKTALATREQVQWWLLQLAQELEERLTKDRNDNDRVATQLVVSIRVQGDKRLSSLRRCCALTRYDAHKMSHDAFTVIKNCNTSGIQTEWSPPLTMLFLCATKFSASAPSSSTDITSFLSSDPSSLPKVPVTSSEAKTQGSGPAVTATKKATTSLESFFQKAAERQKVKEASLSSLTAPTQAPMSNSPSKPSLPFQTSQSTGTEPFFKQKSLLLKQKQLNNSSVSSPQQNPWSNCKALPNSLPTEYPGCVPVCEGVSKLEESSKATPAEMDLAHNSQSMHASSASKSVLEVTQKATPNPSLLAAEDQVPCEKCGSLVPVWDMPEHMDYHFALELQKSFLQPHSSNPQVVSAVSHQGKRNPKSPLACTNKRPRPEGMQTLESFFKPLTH
#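 Fluorescent replication assay: 50 nM final substrate added after a 15 min room-temperature compound preincubation with 10 nM enzyme. Signal taken at 0 min and again at 10 min.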
# Apoferritin bind: candidate novel general anesthetic via apoferritin binding. Potency, µM (highest dose often 77.5 µM), without a hit: at the highest dose activity change, negative = displacement, most hits filed as inhibitors. actives 0.074% (n = 350,000). apoferritin/1-aminoanthracene competitive binding, fluorescence. AID 485281. P02791; also: potency is read from the fitted curve at half-maximal effect; % is scaled to controls: 0 for no effect and ±100 for the full control effect; nearly all actives have a fitted effect of over 20% in size
#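 Horse-spleen apoferritin (10 uM) was mixed with 50% saturated 1-aminoanthracene in PBS, exposed to compounds for 10 min at room temperature, and read for fluorescence (ex 380 nm, em 535 nm). Competitive displacement was fitted with a four-parameter Hill equation.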
# * hit, by the source's call; ? = inconclusive; / = no result given; & = joins results of further samples; [ ] = another dose, or the depositor's remark. Unless noted, calls follow the shape of the dose curve; as a rule, active = well fitted curve in the direction sought with a large enough effect; inconclusive = small, poorly fitted or top-dose-only effect, or another doubt; inactive = no such curve, though single readings can be large; an effect the other way counts as inactive or inconclusive.
Structure | POLB inh | ERG-DNA inh | RGS4 inhibitor | LDHA block | 12-LOX inh | Pol kappa inh | APE1 inh | Pol eta inh | Apoferritin bind
COC(=O)C1=C(COc2ccc(C=O)cc2OC)NC(=O)NC1c1cc(C)ccc1C (centres undefined) | 6% | / | -33% | 1 | -7% | -6% | 2% | -16% | 5%
CCO[C@H]1OC(C(=O)N2CCOCC2)=C[C@@H](c2ccc(Br)cc2)[C@@H]1CCCO | -10% | 3% | 4% | -4 | 21% | 11% | 2% | -26% | 1%
Cc1ccsc1/C=C(\C(=O)c1ccc(OC(C)C)cc1)c1nc2ccccc2o1 | -3% | 1% | 8% | -4 | -5% | -20% | 15% | 1% | ?
CC(C)(C)OC(=O)C[C@H]1C/C=C\C[C@@H](CC(=O)N[C@@H](CO)Cc2ccccc2)C(=O)NCCOC1=O | / | 3% | -3% | -5 | -2% | -3% | 20% | -14% | /
Cc1cc(O)c(C(C)C)cc1C1(c2cc(C(C)C)c(O)cc2C)OC(=O)c2ccccc21 | 5% | 5% | -16% | 0 | ? | -4% | -11% | -26% | -2%
Cc1ccc(-c2cn3c4c(=O)n(C)c(=O)n(C)c4nc3n2-c2cccc(Cl)c2)cc1 | 7% | -4% | 6% | -1 | -22% | -1%[60.1 µM] | / | -15% | 7%
OC(CNc1ccccc1)Cn1ccc2ccccc21 (centres undefined) | 6% | 1% | -6% | -11 | ? | -26% | -2% | -10% | -14%
COCCNc1nc2c(c(=O)[nH]c(=O)n2C)n1CCCc1ccccc1 | 27% | 10% | -33% | -2&-12 | ? | -5% | 3% | -17% | -11%
O=C(/C=C/c1c(Cl)cccc1Cl)NCCc1ccccc1 | 29% | 9% | -2% | 2 | 8% | -1% | -2% | -15% | -11%
O=c1c([N+](=O)[O-])c(O)c2cccc3c2n1CCC3 | 35µM* | 2% | -14%[56.9 µM] | -9 | -8% | ? | -4% | 50µM* | 8%
CCC(=O)C1CCCN(C(=O)c2ccc(OC3CCN(C(=O)c4cccnc4)CC3)cc2)C1 (centres undefined) | -15% | -9% | 1% | -1 | 0% | 3% | 0% | -10% | -6%
CCN1CCN(c2ccc(NC(=O)c3ccccc3F)cc2Cl)CC1 | 1% | 2% | -5% | -19&-5 | ? | -1% | 5% | -3% | -14%
CCS(=O)(=O)NCC(c1cccnc1)N1CCN(c2ccccc2F)CC1 (centres undefined) | 13% | 2% | 7% | 3 | 122% | -7% | -6% | -9% | -7%
COc1ccc(N2CCN(C(=O)CCc3cc(OC)c(OC)c(OC)c3)CC2)cc1 | 11% | -1% | -7% | -1 | -3% | 1% | 10% | -18% | 0%
Cc1cc(C)c(NC(=O)CSc2nc3c([nH]c4ccccc43)c(=O)n2C)c(C)c1 | 19% | -3% | 2% | -7 | -5% | -1%[60.1 µM] | / | -2% | -12%
O=C(Cc1cccc(NC(=O)C2CCCN(C(=O)c3ccccc3)C2)c1)Nc1ccc(C(=O)N2CCOCC2)cc1 (centres undefined) | / | -1% | 13% | -6 | -5% | -14% | / | -3% | /
COc1ccc(CCNC(=O)C2CCCN(c3nn4c(=O)cc(C)nc4s3)C2)cc1OC (centres undefined) | 4% | 6% | 0% | -1 | -1% | 0% | -5% | 5% | 11%
O=C(O)Cn1c(CC(=O)N2CCCC2)nc2ccccc21 | 0% | / | -1% | -6 | -26% | -1%[60.1 µM] | -4% | 6% | -6%
C=CCn1c(SCC#N)nnc1-c1ccc2ncccc2c1 | 1% | 10% | -7% | 0 | -4% | -4% | -4% | -13% | -9%
CN(C)c1ccc(/C=N/NC(=S)NCc2ccccc2)cc1 | 19% | 4% | -17%[11.4 µM] | 2 | ? | -9% | -5% | ? | 871%[activator]
CCN(CC(=O)NCCc1ccc(Cl)cc1)Cc1nc2ccccc2c(=O)[nH]1 | -3% | 5% | -5% | -3 | 1% | 8% | -8% | -13% | -12%
COc1ccc(-c2nc(C#N)c(N3CCc4ccccc4C3)o2)cc1OC | -3% | 4% | 26% | -4 | 0% | -15% | -9% | -8% | 6%
CCC(=O)NCC(=O)OCC(=O)c1ccccc1 | 18% | 2% | -37%[11.4 µM] | -4 | -18% | -12% | 12% | -8% | 3%
COc1ccccc1-n1c(SCC(=O)NC(C)(C)C)nc(O)c(Cc2ccccc2)c1=O | 6% | 12% | 3% | -5 | -6% | -11% | 2% | 6% | -9%
Cc1ccc(-n2c(O)c(C=NC3CCS(=O)(=O)C3)c3ccccc3c2=O)c(C)c1 (centres undefined) | ? | 14% | -25% | 1 | 19% | -1% | 1% | -21% | 0%
CC(OC(=O)CNC(=O)C12CC3CC(CC(C3)C1)C2)C(=O)Nc1ncc(Cl)cc1Cl (centres undefined) | 8% | -18% | -11% | -1 | -12% | -3% | -3% | 0% | ?
COc1ccc(C(=O)O)cc1NC(=S)NC(=O)/C=C/c1ccc(C(C)C)cc1 | ? | -2% | -24%[56.9 µM] | -8 | 0% | -17% | -5% | 3% | -10%
COc1ccc(C(=O)OCC(=O)Nc2cccc(C(C)=O)c2)cc1OC | 5% | -9% | -3% | -7 | -9% | 3% | -10% | -17% | -14%
COc1ccc(Nc2nc(-c3ccccc3)cs2)cc1 | 20% | -6% | 3% | -7 | 0% | -12% | 0% | -11% | -10%
CN(C)S(=O)(=O)N1CCC(Oc2cccc(C(=O)N3CCCCCC3)c2)CC1 | -8% | 5% | -35% | -5 | 15% | -6% | 29% | -10% | -14%

# 3 entries from above, with values under each structure:
# Every second line gives: POLB inh | ERG-DNA inh | RGS4 inhibitor | LDHA block | 12-LOX inh | Pol kappa inh | APE1 inh | Pol eta inh | Apoferritin bind
> CCS(=O)(=O)NCC(c1cccnc1)N1CCN(c2ccccc2F)CC1 (centres undefined)
 : 13% | 2% | 7% | 3 | 122% | -7% | -6% | -9% | -7%
> COc1ccc(N2CCN(C(=O)CCc3cc(OC)c(OC)c(OC)c3)CC2)cc1
 : 11% | -1% | -7% | -1 | -3% | 1% | 10% | -18% | 0%
> Cc1cc(C)c(NC(=O)CSc2nc3c([nH]c4ccccc43)c(=O)n2C)c(C)c1
 : 19% | -3% | 2% | -7 | -5% | -1%[60.1 µM] | / | -2% | -12%

# (continued)
Structure | POLB inh | ERG-DNA inh | RGS4 inhibitor | LDHA block | 12-LOX inh | Pol kappa inh | APE1 inh | Pol eta inh | Apoferritin bind
CCOc1ccc(NC(=S)c2ccc3ccccc3n2)cc1 | -2% | -7% | -11% | -1 | -2% | 2% | -10% | -4% | 4%
CC(C)CCNC(=O)c1ccc(Cl)c(NC(=O)Cc2ccccc2)c1 | 20% | / | / | / | 4% | / | 4% | / | 5%
Cc1cc(C)nc(NS(=O)(=O)c2ccc(N/C=C\C(=O)c3ccc(Cl)cc3)cc2)n1 | ? | / | -23% | -9 | ? | -6% | -4% | -18% | -4%
CCN(c1cccc(C)c1)c1nc2ccsc2c(=O)s1 | ? | 8% | 11%[11.4 µM] | -7 | -17% | -4% | -5% | -9% | -2%
COc1ccc(NCc2cc3cc4c(cc3n(CC(=O)Nc3cc(C)cc(C)c3)c2=O)OCO4)cc1 | 13% | -1% | 14% | 5 | -30% | 7% | / | -16% | 37%[activator]
COc1ccc(C(CNC(=O)c2ccc(-c3ccccc3)cc2)N(C)C)cc1OC (centres undefined) | 0% | 2% | -23% | 2 | 1% | 4% | 42%[activator] | -12% | 0%
CC(=O)n1nc(-c2ccc(C)cc2)nc1NCc1ccc(F)cc1 | -11% | -5% | -11% | -7 | -7% | -24% | 2% | -7% | -6%
COc1ccc(CCNc2ncnc3c2c(-c2ccccc2)cn3-c2ccc(Cl)cc2)cc1OC | 5% | 4% | -20% | -7 | -16% | -10%[60.1 µM] | / | ? | 1%
CCN(CC)CCNC(=O)c1cc2ccccc2nc1Cl | -25% | 12% | -6% | -9 | -16% | 18% | -7% | -15% | 1%
CCOC(=O)c1cccc(NC(=O)c2ccccc2C)c1 | ? | -1% | -5% | -5 | 0% | -8% | 3% | -3% | -10%
Cc1nc(SCC(=O)Nc2ccc3c(c2)OCCO3)nc(C)c1C | -1% | 0% | -37% | 5 | -2% | 8% | -5% | -20% | -6%
CCOc1ccc(CNCCSc2nnnn2C)cc1OC | 22% | 10% | -21% | -3 | -6% | -10% | / | -7% | -6%
COc1c(Cl)cc(C(=O)NCc2ccco2)cc1Cl | 6% | -11% | -12% | -4 | -43% | -18% | -12% | -12% | -22%
Cc1cc(C)cc(N2C(=O)N(c3ccccc3C)C3CS(=O)(=O)CC32)c1 (centres undefined) | 2% | / | -10% | -4 | 19% | 0% | 0% | -9% | -7%
CCCCN1C[C@H](O)[C@@H](O)[C@H](O)[C@H]1CO | -8% | -4% | -10% | -17 | 0% | -17% | 6% | 6% | 0%

# An excerpt from above, showing only Pol eta inh.
Structure,Pol eta inh
COc1ccc(C(CNC(=O)c2ccc(-c3ccccc3)cc2)N(C)C)cc1OC (centres undefined),-12%
CC(=O)n1nc(-c2ccc(C)cc2)nc1NCc1ccc(F)cc1,-7%
COc1ccc(CCNc2ncnc3c2c(-c2ccccc2)cn3-c2ccc(Cl)cc2)cc1OC,?

# This is a subset; count on the stated rates, not on these rows.
